Screens deposited in PubChem by National Center for Advancing Translational Sciences (NCATS).
L3MBTL1 inh – blocks human L3MBTL1; Q9Y468; AlphaScreen L3MBTL1–H3K9me1 peptide binding; Potency, µM (titrated, usually from 57.1 µM), without a hit: at the highest dose activity, negative = inhibition, usual class: inhibitors; 230,000 compounds, 0.66% hits; further: on the % scale 0 is the no-effect control and ±100 the full control effect; nearly all actives have a fitted effect of over 60% in size
Target sequence (Q9Y468 whole entry, looked up): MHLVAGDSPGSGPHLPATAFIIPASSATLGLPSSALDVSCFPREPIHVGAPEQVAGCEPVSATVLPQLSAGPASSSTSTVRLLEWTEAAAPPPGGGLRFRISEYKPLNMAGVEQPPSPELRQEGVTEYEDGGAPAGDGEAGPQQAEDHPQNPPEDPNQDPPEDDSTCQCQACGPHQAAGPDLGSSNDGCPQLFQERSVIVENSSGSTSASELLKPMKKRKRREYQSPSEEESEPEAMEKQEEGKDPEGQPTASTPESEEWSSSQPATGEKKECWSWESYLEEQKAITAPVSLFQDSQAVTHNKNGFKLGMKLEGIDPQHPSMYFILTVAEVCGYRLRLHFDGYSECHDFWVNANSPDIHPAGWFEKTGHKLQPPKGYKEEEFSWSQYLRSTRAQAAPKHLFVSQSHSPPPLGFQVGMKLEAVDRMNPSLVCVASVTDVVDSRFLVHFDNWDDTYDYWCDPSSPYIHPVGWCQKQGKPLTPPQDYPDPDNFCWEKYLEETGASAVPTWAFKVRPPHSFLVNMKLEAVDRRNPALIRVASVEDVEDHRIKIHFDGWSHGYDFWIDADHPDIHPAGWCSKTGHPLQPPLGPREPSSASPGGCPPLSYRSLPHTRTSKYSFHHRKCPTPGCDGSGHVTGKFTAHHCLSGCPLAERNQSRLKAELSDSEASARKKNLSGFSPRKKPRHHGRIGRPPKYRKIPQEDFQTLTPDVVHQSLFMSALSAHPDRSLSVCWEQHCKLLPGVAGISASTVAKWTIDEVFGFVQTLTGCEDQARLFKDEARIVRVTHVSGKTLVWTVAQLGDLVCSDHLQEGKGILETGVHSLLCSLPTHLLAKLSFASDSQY
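Displacement of a biotinylated histone H3(1-15) peptide monomethylated at Lys9 (75 nM) from L3MBTL1 (50 nM) was measured by AlphaScreen after a 30 min room-temperature compound incubation; cefsulodin titration served as intraplate control.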
RECQ1 helicase – blocks DNA unwinding by human RECQ1. AID 2549. Potency, µM (titrated, usually from 57.3 µM), for inactives: at the top dose activity, negative = inhibition, usual class: inhibitors. RECQ1 DNA unwinding, red fluorescence kinetic read. 240,000 compounds, 0.54% hits;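 further: plate controls were vehicle for no effect and no enzyme for full effect; nearly all actives have a fitted effect of over 30% in size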
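RECQ1T1 50 nM; forked duplex (20 bp + 30-nt ss tails) 200 nM, ATP 2 mM final; pH 8.0, 2 mM MgCl2, 2.5 ug/ml poly(dI-dC); 15 min compound preincubation; discontinuous kinetic read over 2 h at RT.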
Tau fibril FP – tau fibrillization inhibition (FP) | K18 P301L tau heparin fibrillization, Alexa594 FP, 6 h | Potency, µM (highest dose often 57.7 µM), without a hit: top-dose activity, negative = inhibition, actives largely listed as inhibitors | 280,000 compounds, 0.39% hits | AID 1468; further: on the % scale 0 is the no-effect control and ±100 the full control effect; nearly all actives have a fitted effect of over 55% in size
Target sequence (P10636 561-689 P618L limits assumed): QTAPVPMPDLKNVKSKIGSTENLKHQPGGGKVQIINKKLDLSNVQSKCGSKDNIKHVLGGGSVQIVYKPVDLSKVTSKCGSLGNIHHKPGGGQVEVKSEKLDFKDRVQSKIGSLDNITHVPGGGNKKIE
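Recombinant K18 P301L […], labeled with Alexa 594 at 0.24 uM over 15 uM unlabeled; heparin inducer 20 uM final; 37 C, 6 hr; FP endpoint.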
HTT cytoprotect – cytoprotection in Huntington HTT-Q103 PC12 cell model. PC12 HTT-Q103 induced, cytoprotection, ATP luminescence, 40 h. Potency, µM (titrated, usually from 56.4 µM), without a hit: cytoprotection (ATP increase), hits mostly activators. 230,000 compounds, 0.14% hits. AID 1471;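 further: % of control where 0% means no effect; nearly all actives have a fitted effect of over 45% in size; toxic huntingtin expression switched on by the ecdysone agonist tebufenozide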
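Cells were plated at 1500 per well in phenol red-free DMEM with 5% equine and 5% calf serum. Tebufenozide (100 nM final) and compounds were added, then ATPlite reagent, and luminescence was read.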
Tau ThT inhib – inhibitors of human tau fibril formation, thioflavin T binding. recombinant tau K18 P301L, heparin-induced fibrillization, ThT fluorescence. Potency, µM (titrated, usually from 57.4 µM), for the others: top-dose activity, negative = inhibition, most hits filed as inhibitors. 270,000 compounds, 2.1% hits. AID 1460; further: on the % scale 0 is the no-effect control and ±100 the full control effect; nearly all actives have a fitted effect of over 55% in size
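ThT emission at 510 nm, taken 1 hr after adding 30 uM dye, quantifies aggregates formed when 20 uM heparin acts on human tau K18 P301L for 6 hr at 37 C.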
Tau fluor counter – counter-screen for tau fibril formation inhibitors. tau K18 P301L Alexa594 fluorescence, heparin fibrillization. Potency, µM (top dose mostly 57.7 µM), without a hit: at the highest dose activity change, negative = decrease. 280,000 compounds, 0.93% hits. AID 1463; further: on the % scale 0 is the no-effect control and ±100 the full control effect; nearly all actives have a fitted effect of over 55% in size
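Human tau K18 P301L (15 uM unlabeled, 0.24 uM Alexa 594-labeled) in 100 mM sodium acetate pH 7 with 20 uM heparin, 6 hr at 37 C. ThT 30 uM added, 1 hr ambient; Alexa 594 FP and total fluorescence read at 555/632 nm.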
TR SRC2 fluor cs – counter-screen for TRb-SRC2 inhibitors: fluorescence interference; Potency, µM (titrated, usually from 106 µM), without a hit: top-dose fluorescence change, negative = quenching; AID 1479; TRb/SRC2 Texas Red total fluorescence interference; 280,000 compounds, 0.29% hits; active means well fitted curve in either direction with a large enough effect; inconclusive means small, poorly fitted or top-dose-only effect; further: on the % scale 0 is the no-effect control and ±100 the full control effect
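Flags fluorescent or light-absorbing compounds by total fluorescence, S + 2P, at 555 nm excitation and 632 nm emission. Mixture: 20 nM Texas Red SRC2 peptide, 0.6 uM human TRb LBD, 1 uM T3, 5% DMSO; compound exposure 5 h at ambient temperature.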
TRb SRC2 PPI – TRbeta-SRC2 interaction inhibition; P10828; TRbeta-SRC2 peptide binding, fluorescence polarization; receptor liganded with 1 µM T3; Potency, µM (titrated, usually from 106 µM), for the others: at the highest dose activity change, negative = inhibition, most hits filed as inhibitors; 280,000 compounds, 0.065% hits; AID 1469;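 further: plate controls were bound peptide for no effect and peptide without receptor for full effect; nearly all actives have a fitted effect of over 50% in size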
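Each compound concentration gave % activity, normalized to unbound and bound Texas Red SRC2 controls, from polarization read after 5 hr ambient incubation with T3-loaded human TRb LBD.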
* = called active by the depositor; i = inactive; ? = inconclusive; . = not tested or not shown; & = joins results of further samples; [ ] = another dose, or the depositor's remark. Unless noted, the call rests on the fitted dose curve; in most records, active means well fitted curve in the direction sought with a large enough effect; inconclusive means small, poorly fitted or top-dose-only effect, or another doubt; inactive means no such curve, though single readings can be large; an effect the other way counts as inactive or inconclusive. Potency means the concentration at half of the fitted maximal effect.

SMILES	L3MBTL1 inh	RECQ1 helicase	Tau fibril FP	HTT cytoprotect	Tau ThT inhib	Tau fluor counter	TR SRC2 fluor cs	TRb SRC2 PPI
COc1ccc(-n2c(Cc3cc(=O)[nH]c(=O)[nH]3)nnc2SCC(=O)Nc2cc(C(F)(F)F)ccc2Cl)cc1	.	-2%	2%	-27%	-14%	-16%	-1%	-10%
Cc1ccc(CN=C(Nc2ccccc2)NC2CCCCC2)cc1	1%	?	3%	-20%[10 µM]	6%	9%	2%	-5%
CCc1cc2c(N3CCN(c4ccccc4)CC3)ncnc2s1	-10%	-10%	-3%	-34%	?	-24%	2%	7%
O=C(NCCc1csc(-c2ccccc2)n1)c1ccccc1F	-18%	1%	4%	13%[10 µM]	-4%	-9%	0%	-8%
O=C(O)c1cccc(NS(=O)(=O)c2cccc3cccnc23)c1	.	-5%	-9%	-3%	-8%	-6%	-1%	-13%
CCSC1=NCCN1S(=O)(=O)c1ccccc1	.	3%	0%	-1%	0%	0%	-5%	-5%
C/C(=N\NC(=O)c1csc(C)c1C)c1ccc(C)s1	1%	i	1%	.	?	10%	0%	-4%
O=C(Oc1ccc2c(-c3ccccc3)cc(=O)oc2c1)c1cccs1	23%	i	2%	10%[10 µM]	-9%	-16%	2%	-2%
Cc1cc(C)c2nc(NC(=O)c3ccc(S(=O)(=O)N4CCC(C)CC4)cc3)sc2c1	.	.	?	.	?	-7%	-2%	-2%
CCOC(=O)c1sc(N2C(=O)c3oc4cc(C)c(C)cc4c(=O)c3C2c2cccc(O)c2)nc1C (configuration not stated)	.	.	0%	.	?	?	-6%	3%
COc1ccc2[nH]c3c(=O)n(/N=C/[C@H]4C(C)C=C(C)CC4C)c(=O)[nH]c3c2c1 (some centres not stated)	-6%	-5%	?	-28%[10 µM]	?	-17%	-5%	2%
Cc1ccc(-c2nnc(SCC(C)C)n2C)cc1	-6%	-7%	-5%	-11%	?	-15%	-3%	-1%
C=CCOc1c(CNc2nccs2)cccc1OCC	?	7%	0%	0%	-10%	-8%	1%	-9%
COc1ccc(/C=N/NC(=O)CO/N=C(\C)c2cccs2)cc1	.	i	-3%	7%	?	-25%	1%	-3%
CCCOC(=O)c1[nH]c2c(c1C)C(=O)CC(c1cccs1)C2 (configuration not stated)	.	i	-12%	-91%[inhibitor]	-15%	-11%	2%	0%
CCC1=C(OC(=O)N(CC)CC)N2C(=O)OC(=NCC(=O)OC)[C@]2(C)[C@H]2C1=CC[C@H]1C(=O)N(C)C(=O)[C@H]12	.	i	-2%&5%	?	-13%&3%	-15%&9%	-1%&-2%	-3%&3%
COc1ccc(C2=NNC(=O)CC2)cc1	-1%	i	-4%	10%[10 µM]	-3%	-3%	0%	-11%
O=C(Nc1sc2c(c1C(=O)O)CCC2)c1ccc(F)cc1	?	-4%	6%	-76%[inhibitor]	?	-13%	-2%	9%
O=C(COc1ccc(Cl)cc1)N1CCN(c2cccc(C(F)(F)F)c2)CC1	.	-5%	2%	-1%	?	?	-1%	-3%
COc1ccccc1NC(=O)C1=C(C)Nc2c(C(=O)Nc3ccc(F)cc3)cnn2C1c1cccc([N+](=O)[O-])c1 (configuration not stated)	.	.	-4%	.	-1%	?	-8%	2%
CC1(C)C2CCC(C2)C1(C)NC(=O)CN1CCN(Cc2ccccc2)CC1 (configuration not stated)	-8%	i	5%	-5%	-7%	4%	1%	8%
CCOC(=O)c1sc2nc(N3CCOCC3)c3c(c2c1N)CCN(C)C3	-8%	-4%	7%	0.63µM*	-14%	-5%	1%	-10%
COc1nc(-c2ccccc2Cl)ccc1C#N	34%[activator]	-6%	-16%	5%[10 µM]	-20%	-20%	-3%	-9%
CC(C)(C)c1ccc(S(=O)(=O)c2cnc(SCC(=O)Nc3ccc4c(c3)OCCO4)[nH]c2=O)cc1	.	.	0%	.	?	-13%	?	4%
CCOc1cc(S(=O)(=O)NCc2cccs2)ccc1Cl	.	-3%	1%	-22%[0.074 µM]	-1%	-9%	0%	7%
O=C(NCc1ccco1)C(Cc1ccccc1)N1C(=O)c2ccccc2C1=O (configuration not stated)	.	12%	0%	22%	-6%	-2%	2%	3%
O=C(COc1ccccc1)Nc1ccccc1C(=O)OCc1cc(=O)n2nc(C3CC3)sc2n1	.	.	4%	.	1%	0%	-1%	-7%
Cc1c(NC(=O)Nc2ccc(Cl)c(Cl)c2)c(=O)n(-c2ccccc2)n1C	-1%	-8%	?	4%	2%	?	-2%	0%
COc1ccc(NC(=O)N2CCN(S(=O)(=O)c3ccc4c(ccn4C)c3)CC2)c(OC)c1	.	.	-9%	.	-4%	-16%	0%	-1%
Ic1ccc(N2CCN(Cc3c[nH]c4ncccc34)CC2)cc1	-3%	-2%	-2%&3%	-44%	-9%&-16%	-20%&-24%	-28%&-1%	1%&-1%
CN(C)c1oc(-c2ccccc2Cl)nc1P(=O)(c1ccccc1)c1ccccc1	.	-15%	-1%	-8%	?	-20%	-2%	3%
O=C1OC(c2ccccc2)C2(CCCC2)C(=O)C12CCCC2 (configuration not stated)	.	i	-2%	2%	-6%	-1%	-1%	-7%
Cc1ccc2[nH]c3c(=O)n(CC(=O)N(C)Cc4ccccc4)ncc3c2c1	.	.	2%	.	-9%	-8%	1%	1%
Cc1cc(C)c(Cn2c(=O)n(CCCC(=O)NCc3ccco3)c(=O)c3sccc32)c(C)c1	.	-4%	-7%	-34%	-11%	-4%	-3%	3%
CN(C)c1ccc([C@@H]2[C@@H]([N+](=O)[O-])[C@H]3C=Cc4ccccc4N3[C@H]2C(=O)c2ccc(Cl)cc2)cc1	?	-3%	10%	37%[10 µM]	?	?	7%	-16%
Clc1cccc(-n2ncc3c(NCCC4=CCCCC4)ncnc32)c1	.	.	?	.	?	-27%	0%	6%
NNC(=O)c1ccc2c(c1)S(=O)(=O)NNC2=O	11%	-2%	1%	-6%	5%	6%	1%	-6%
O=C(CSc1ncn[nH]1)Nc1ccc(Cl)c(Cl)c1	-3%	-4%	-4%	-6%	-6%	-7%	-5%	-10%
COc1cc(-c2cc(N)n(S(=O)(=O)c3ccc(F)cc3)n2)cc(OC)c1OC	.	-11%	0%	-30%	-10%	?	-3%	2%
COc1cc(NC(=O)c2cnc(N)o2)cc(C(=O)Nc2cccc(C(F)(F)F)c2)c1	.	i	?	-6%[10 µM]	-9%	?	-2%	-5%
O=C(NC(Cc1c[nH]c2ccccc12)C(=O)NCCCN1CCOCC1)c1cccs1 (configuration not stated)	-6%	-6%	5%	-29%	-2%	-2%	-9%	-1%
O=C(CSc1nc(=O)n(Cc2ccco2)c2c1CCC2)NCc1ccccc1	.	.	-9%	.	-2%	-2%	0%	-13%
CC(=O)Nc1ccc(-c2csc(NC(=O)c3ccc(C)o3)n2)cc1	.	-7%	6%	-10%[10 µM]	?	?	1%	9%
On1nnc2c3ccccc3c3ccccc3c21	8%	-3%	-2%	7%[10 µM]	?	-20%	-4%	-3%
CCC(=O)N1CCc2cc(Br)cc(S(=O)(=O)CCC(=O)Nc3ccc(Cl)cc3)c21	.	.	-8%	.	3%	-10%	-1%	-7%
O=C(Nc1ccc(-c2nc3ccccc3s2)c(OC(=O)c2ccccc2)c1)c1ccccc1	8%	-1%	?	4%[10 µM]	?	-21%	-3%	10%
CCOc1ncccc1C(=O)OCC(=O)c1ccccc1	6%	i	8%	-6%[10 µM]	2%	6%	-1%	3%
CCOc1ccc(C(=O)N[C@H](C(=O)O)C(C)C)cc1	.	-5%	-4%	5%	-11%	-10%	1%	5%
CCOC(=O)C1CCCN(Cc2cn3c(-c4ccc(Br)cc4)nnc3s2)C1 (configuration not stated)	.	.	0%	.	4%	-5%	0%	1%
CC(C)CCNC(=O)CSc1nc2ccccc2s1	.	-8%	-2%	-13%	-13%	-10%	-4%	-4%
Cc1ccc(/C=C/C(=O)OCC(=O)NCCN2C(=O)CSC2=O)o1	3%	-2%	0%	-8%	-6%	0%	3%	0%
Cc1ccc(NS(=O)(=O)c2ccc(C(=O)N3CCCN(C)CC3)cc2)cc1	-1%	-9%	-2%	-26%	-2%	-4%	1%	-1%
Cc1cc(C(=O)COC(=O)c2ccc(N)c([N+](=O)[O-])c2)c(C)n1-c1ccc2c(c1)OCO2	-11%	i	2%	14%[10 µM]	?	?	-2%[53 µM]	0%[53 µM]
COc1ccc(S(=O)(=O)N2CCOC2CNC(=O)C(=O)NCCc2ccc(OC)c(OC)c2)cc1 (configuration not stated)	-6%	i	-6%	9%[10 µM]	0%	-4%	0%	-1%
O=C(O)CCS(=O)(=O)Cc1ccccc1F	7%	-6%	6%	-5%	14%	2%	1%	5%
COc1ccc(/C=N/N2C(=N)SCC2=O)cc1	.	-1%	0%	-18%[10 µM]	.	-3%	0%	4%
COC(=O)C1=C(N)n2c(s/c(=C\c3cccnc3)c2=O)=C(C(=O)OC)C1c1cccnc1 (configuration not stated)	-11%	-6%	6%	14%	-11%	1%	0%	-4%
CCOc1ccc(-c2nn(CC(=O)NC3CCCC3)c3c2cnc2ccc(F)cc23)cc1	.	.	-2%	.	-15%	-1%	4%	8%
O=c1cc(O)c2sc(Nc3cccc(C(F)(F)F)c3)nc2[nH]1	-7%	1%	-11%	-2%[10 µM]	19%	7%	-2%	3%

Single records, as listed above. Order of values: L3MBTL1 inh	RECQ1 helicase	Tau fibril FP	HTT cytoprotect	Tau ThT inhib	Tau fluor counter	TR SRC2 fluor cs	TRb SRC2 PPI
CCOc1ccc(-c2nn(CC(=O)NC3CCCC3)c3c2cnc2ccc(F)cc23)cc1 is listed with .	.	-2%	.	-15%	-1%	4%	8%
O=C(Nc1ccc(-c2nc3ccccc3s2)c(OC(=O)c2ccccc2)c1)c1ccccc1 is listed with 8%	-1%	?	4%[10 µM]	?	-21%	-3%	10%
Cc1ccc2[nH]c3c(=O)n(CC(=O)N(C)Cc4ccccc4)ncc3c2c1 is listed with .	.	2%	.	-9%	-8%	1%	1%

A portion of the library, so the mix of outcomes need not match the whole.
